# Screens deposited in PubChem by several laboratories.
# Mtb RmlCD inh: inhibitors of Mycobacterium tuberculosis RmlC and RmlD coupled enzymes. RmlC+RmlD coupled enzyme assay, percent inhibition; primary screen in compound mixtures. inhibition, % at 3.6 µM. P9WH09+P9WH11. 160,000 tested, 0.03% active; in the data active = inhibition mostly above about 34%, no sharp cut-off; note: some results filed as inactive read as strong as hits
# Target sequence (P9WH09 whole entry, looked up): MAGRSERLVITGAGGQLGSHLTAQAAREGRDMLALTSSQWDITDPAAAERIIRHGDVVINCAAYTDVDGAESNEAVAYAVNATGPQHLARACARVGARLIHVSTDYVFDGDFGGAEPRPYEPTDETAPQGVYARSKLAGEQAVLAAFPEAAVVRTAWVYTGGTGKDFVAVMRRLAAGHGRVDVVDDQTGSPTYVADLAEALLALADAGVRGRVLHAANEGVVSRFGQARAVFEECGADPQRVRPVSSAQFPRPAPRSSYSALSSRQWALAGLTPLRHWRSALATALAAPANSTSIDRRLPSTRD
# Target sequence (P9WH11 whole entry, looked up): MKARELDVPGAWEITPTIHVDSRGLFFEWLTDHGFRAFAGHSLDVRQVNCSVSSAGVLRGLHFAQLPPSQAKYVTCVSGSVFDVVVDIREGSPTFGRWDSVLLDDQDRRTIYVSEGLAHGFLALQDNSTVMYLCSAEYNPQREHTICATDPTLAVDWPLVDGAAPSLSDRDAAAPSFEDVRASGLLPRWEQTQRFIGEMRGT
# GlmU inhibition: inhibition of mycobacterial GlmU enzyme – biochemical, glucosamine-1-phosphate acetyltransferase (AID 1376); one-dose inhibition, %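 (tested at 30 µM in the primary screen)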; IC50 in µM for titrated hits; M. tuberculosis GlmU acetyltransferase enzyme assay; higher % means a stronger effect; 220,000 tested, 0.25% active; in the data active = inhibition above about 13%;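 note: 0% = complete reaction with vehicle and 100% = reaction without substrate; strong numbers were not always called active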
# Starred values were filed as active, the others as inactive; · = not tested or not shown.
structure	Mtb RmlCD inh	GlmU inhibition
CC(=O)Nc1ccc(NC(=S)Nc2ccc(F)cc2)cc1	-6	-0.2%
CC(SCc1ccccc1)C(=O)N/N=C/c1cccs1 (stereo not drawn)	·	-4.2%
COc1ccc(C2CC2/C(C)=N/OC(=O)c2cccs2)cc1 (stereo not drawn)	-4	-1.5%
O=C(c1ccc(NC(=S)NCc2ccco2)cc1)N1CCOCC1	3	-2.8%
CC(=O)Cc1nsc(Nc2ccc(C)cc2)n1	-9	3.3%
CC(=O)Nc1ccc(NS(=O)(=O)C(F)(F)F)cc1	·	-2.2%
CCOC(=O)C(=O)Nc1ccccc1C#N	-14	2.0%
CCOC(=O)c1ccc(Nc2cc(C)nc3ncnn23)cc1	·	2.5%
Cc1sc(NC(=O)c2ccc(Br)s2)c(C(N)=O)c1C	-1	-4.1%
O=c1[nH]c(=O)n(-c2cccc(Cl)c2)c(O)c1C=NCCN1CCCCC1	11	4.3%
CSC1=NSC2=NC(=O)/C(=C/c3coc4ccc(O)cc4c3=O)C(=N)N12	7	21%*
CCN(CCCNC(=O)CCNC(=O)Cn1ccc2ccccc2c1=O)c1ccccc1	·	-2.2%
COc1ccc(-n2c(O)c(C=NCc3ccc4c(c3)OCO4)c(=O)[nH]c2=O)cc1	-6	1.2%
Cc1ccc(-c2nnn(CC(=O)NCCC3=CCCCC3)n2)cc1	·	-4.7%
O=C(Nc1c2c(nc3c1CCC3)CCCC2)c1ccccn1	-6	-5.4%
C=CCNC(=O)NC(=O)c1csc([N+](=O)[O-])c1	6	2.5%
CC1(C)Cc2c(c(N3CCCC3)[nH]c(=S)c2C#N)CO1	26	·
COc1cc2c(cc1OC)CN(CC(=O)Nc1ccc(Cl)c(S(=O)(=O)N(C)C)c1)CC2	9	0.7%
COc1ccc(Cl)cc1NC(=O)c1cnc2sccn2c1=O	11	1.6%
CCOc1ccccc1NC(=O)CCCN1C(=S)NC(C)(C)CC1C (stereo not drawn)	5	2.1%
C=C(C)c1cccc(C(C)(C)NC(=O)Nc2ccc(C(C)=O)cc2)c1	6	-3.7%
Cc1ccc(O)c(C(=O)c2cnn(C(=O)COc3ccc(Cl)cc3)c2)c1	5	3.8%
COCCCn1c(-c2ccc(OC)cc2)cc(C(=O)NC2CCCCCCC2)c1C	-13	4.0%
OCCC1CN(Cc2cccc(-c3ccco3)c2)CCN1Cc1ccsc1 (stereo not drawn)	4	6.7%
C=CCNC(=S)N(CC)c1cccc2ccccc12	·	2.9%
CNC(=O)CSc1nnc(-c2ccc3c(c2)OCO3)n1C	6	2.9%
Clc1cc(Cl)cc(CN2CCSCC2)c1	-10	-3.1%
Cc1cccc(C(=O)N/N=C/c2cc(Br)c(Br)o2)c1	8	-4.3%
COc1ccc(F)cc1CN1CCN(C(=O)CCC(=O)Nc2nnc(C(C)C)s2)CC1	·	-2.1%
Cc1onc(C(=O)Nc2sc3c(c2C#N)CCCC3)c1[N+](=O)[O-]	3	3.0%
O=C(NCc1nnc(SCC(=O)N2CCc3ccccc32)o1)c1cccs1	10	9.8%
Cc1ccc(NCc2ccc(Cl)nc2)c(NCc2ccc(Cl)nc2)c1	-10	-3.9%
CCS(=O)(=O)Nc1ccc2c(c1)OCO2	1	-5.6%
O=C(NCc1ccco1)c1ccccc1NS(=O)(=O)c1ccc2c(c1)OCCO2	-5	-4.2%
O=C(Nc1c(F)cc(F)cc1Br)c1cc(S(=O)(=O)N2CCN(c3ccccn3)CC2)ccc1F	-1	-4.0%
O=C(N/N=C/c1cccc([N+](=O)[O-])c1)C1COc2ccccc2O1 (stereo not drawn)	19	-2.8%
COC(=O)c1ccc(NC(=O)C2C3CCC(C3)C2C(=O)O)cc1 (stereo not drawn)	·	-0.1%
O=C(Nc1cccc2nsnc12)c1ccc(-c2cccc(Cl)c2)o1	-6	2.1%
Cc1cccc(N=Nc2c(N)n[nH]c2-c2ccc(Cl)cc2)c1	-8	3.1%
Cc1nn(-c2ccccc2)c2sc(-c3nnc(SCC(=O)O)o3)cc12	-3	8.5%
O=C(CSc1nc2ccccc2c(=O)n1-c1ccccc1)c1c[nH]c2ccccc12	5	0.2%
Cc1[nH]c2ccc(C(=O)O)cc2c1C	-2	-6.6%
Nc1nc(N2CCOCC2)nc2ccccc12	4	1.9%
COc1ccccc1NC(=O)Cn1cc(C#N)c2ccccc21	0	-1.1%
CCOc1ccc(C(=O)Nc2ccc3c(c2)OCCO3)cc1OC	-18	5.6%
Cc1cc(C)cc(NC(=O)N2CCCC2C(=O)Nc2ccc(-n3cnnn3)cc2)c1 (stereo not drawn)	·	-2.7%
CC1(C)CC(=O)C2=C(C1)N(Cc1cccnc1)C(=O)C2(NC(=O)C1CC1)C(F)(F)F (stereo not drawn)	14	-3.8%
CCCCn1c(NC(C)CC)nc2c1c(=O)[nH]c(=O)n2C (stereo not drawn)	·	0.5%
Cc1csc(SCC(=O)Nc2cc(C(C)(C)C)nn2-c2ccccc2)n1	·	-2.8%
O=C(Cn1nnc(-c2ccccc2F)n1)NCc1ccco1	-13	4.0%

# Continued.
structure	Mtb RmlCD inh	GlmU inhibition
COCCNC(=S)N1CCN(c2cccc(C)c2C)CC1	3	0.6%
CCCn1nc(C(=O)OCC(=O)c2ccccc2)c2ccccc2c1=O	-9	-0.9%
O=C(Nc1ccccc1N1CCOCC1)C1CCN(S(=O)(=O)c2cccc(C(F)(F)F)c2)CC1	-10	2.3%
Cc1ccccc1N1Cc2ccccc2C1	0	-8.8%
O=C(NCc1ccccc1)C(c1ccccc1)N(C(=O)c1csnn1)C1CC1 (stereo not drawn)	14	1.7%
COc1cc(C(=O)NCCc2cn3ccc(C)cc3n2)cc(OC)c1OC	4	-1.8%
COc1cccc(CNc2ccc(F)c(Cl)c2)c1OC	-5	-4.0%
Cc1ccccc1CC1(CO)CCCN(C(=O)c2ccc(F)cc2)C1 (stereo not drawn)	·	4.4%
Cc1occc1C(=O)NCCCc1ccccc1	·	4.8%
O=C(c1cc(F)c(F)cc1Cl)N1CCCCC1	3	2.9%
O=C(c1ccc(Cl)c(Cl)c1)N1CCC(O)(CN2CCOCC2)CC1	5	5.9%
O=C(Nc1cnn(Cc2ccc(F)cc2)c1)c1cc(-c2cccs2)on1	40	1.9%
CCC(NC(=S)NCc1ccccc1)C(=O)O (stereo not drawn)	9	3.2%
C=CCn1c(SCC(=O)Nc2ccccc2)nnc1-c1cccc(S(=O)(=O)N2CCOCC2)c1	·	4.4%
O=C(CN1CC(=O)Oc2ccccc21)OCC(=O)c1ccc(F)cc1	7	0.3%
CCOC(=O)c1cn[nH]c1NC(=S)Nc1ccc(OC)cc1	-3	-3.4%
CS(=O)(=O)N1N=C(c2cccs2)CC1c1ccccc1F (stereo not drawn)	·	-5.4%
CSCCC(NC(=O)/C(=C\c1ccc(Cl)cc1)NC(=O)c1ccccc1)C(=O)O (stereo not drawn)	8	0.9%
O=C(c1ccc(S(=O)(=O)N2CCOCC2)cc1)N(c1ccccc1)C1C=CS(=O)(=O)C1 (stereo not drawn)	9	-3.5%
CC(=O)N(Cc1ccc(F)cc1)Cc1nc2ccccc2c(=O)[nH]1	-3	6.5%
COc1cccc(N/N=C(\C#N)S(=O)(=O)C(C)(C)C)c1	6	0.3%
COc1ccc(CNC(=O)CCCc2ccccc2)cc1	5	3.2%
CCC(C)(C)NC(=O)C(c1ccc(O)cc1)N(C(=O)Cn1nnc2ccccc21)c1ccc(NC(C)=O)cc1 (stereo not drawn)	4	4.7%
OC(COc1ccccc1)Cn1cc(Br)cn1 (stereo not drawn)	-6	-0.8%
Cc1csc(NC(=O)CN(C)S(=O)(=O)c2cccc3cccnc23)n1	8	8.9%
CCn1nnnc1NCc1c(OC)ccc2ccccc12	0	-0.2%
NC1=NC(=O)/C(=C/c2c(OS(=O)(=O)c3ccc(Cl)cc3)ccc3ccccc23)S1	6	-4.4%
COc1ccccc1Nc1nc(-c2ccccc2)nc2ccccc12	2	-1.9%
CCOC(=O)c1cnc2ccc(C)cn2c1=O	9	-2.7%
O=C1CN=C(Nc2ccccc2Cl)N1Cc1ccc2c(c1)OCO2	·	-0.5%
COc1cccc(NC(=O)C(NCC(C)(C)CN(C)C)c2ccccc2)c1 (stereo not drawn)	7	·
CC1(C(=O)O)CCC(C(=O)NC2CCCCCC2)C1(C)C (stereo not drawn)	39	4.2%
CCC(C(=O)NC1CCCC1)N(C(=O)Cn1nnc(-c2cccs2)n1)c1cnc2ccccc2c1 (stereo not drawn)	101	5.4%
CC1Cc2ccccc2N1C(=O)CSc1ncc(-c2ccc(F)cc2)n1C (stereo not drawn)	-7	-5.2%
CCN(CC)CCCNC(=O)C1c2ccccc2C(=O)N(C)C1c1ccc(OC)cc1 (stereo not drawn)	-6	-2.8%
COC(C/C=C/[C@@H](O)[C@H](C)OCc1ccccc1)OC	·	6.7%
Cc1cc(C)nc(NS(=O)(=O)c2ccc(NC(=O)c3cccs3)cc2)n1	5	1.5%
Cc1cccc(CSc2ncnc3nc[nH]c23)c1	11	2.3%
Cc1cc(C)n(-c2cc(C(=O)O)cc(C(=O)O)c2)n1	-4	-1.9%
COCCNC(=O)c1onc(CSc2cccc(OC)c2)c1C(=O)O	7	-0.7%
CCCn1c2c(c(O)c(C(=O)Nc3ccccc3)c1=O)CCCC2	7	·
CC(C)CN1CCN(Cc2ccc3ncccc3c2)CC1CCO (stereo not drawn)	·	-10.0%
C=CCc1cc(Cl)ccc1OCCCNCCO	1	2.5%
O=C(O)c1cc(-c2ccccc2)c(N2CCOCC2)s1	5	5.0%
COc1cccc(C(=O)C2CCCN(Cc3cccn3-c3cccnc3)C2)c1 (stereo not drawn)	-4	-3.4%
Cc1ccc(SCCCn2cnc3ccccc3c2=O)cc1	9	-0.7%
O=C(CNc1ccc(Br)cc1)NNC1=NCCC1	14	1.2%
COc1ccc(OC)c(/C=N/NC(=O)C(=O)N2CCCC2)c1	-8	1.0%
CC(=O)Nc1ccccc1N(C)S(=O)(=O)c1ccc(C)cc1	-4	-1.5%
O=C(COC(=O)/C=C/c1ccccc1[N+](=O)[O-])NC1CCS(=O)(=O)C1 (stereo not drawn)	-12	6.2%

# Ordered by formula weight (high to low): 3 of the compounds above
structure	Mtb RmlCD inh	GlmU inhibition
Cc1cc(C)nc(NS(=O)(=O)c2ccc(NC(=O)c3cccs3)cc2)n1	5	1.5%
O=C(COC(=O)/C=C/c1ccccc1[N+](=O)[O-])NC1CCS(=O)(=O)C1 (stereo not drawn)	-12	6.2%
Cc1ccc(SCCCn2cnc3ccccc3c2=O)cc1	9	-0.7%

# Taken from the listing (seven entries):
structure	Mtb RmlCD inh	GlmU inhibition
C=CCn1c(SCC(=O)Nc2ccccc2)nnc1-c1cccc(S(=O)(=O)N2CCOCC2)c1	·	4.4%
O=C(CN1CC(=O)Oc2ccccc21)OCC(=O)c1ccc(F)cc1	7	0.3%
CCOC(=O)c1cn[nH]c1NC(=S)Nc1ccc(OC)cc1	-3	-3.4%
CS(=O)(=O)N1N=C(c2cccs2)CC1c1ccccc1F (stereo not drawn)	·	-5.4%
CSCCC(NC(=O)/C(=C\c1ccc(Cl)cc1)NC(=O)c1ccccc1)C(=O)O (stereo not drawn)	8	0.9%
O=C(c1ccc(S(=O)(=O)N2CCOCC2)cc1)N(c1ccccc1)C1C=CS(=O)(=O)C1 (stereo not drawn)	9	-3.5%
CC(=O)N(Cc1ccc(F)cc1)Cc1nc2ccccc2c(=O)[nH]1	-3	6.5%

# Further compounds:
structure	Mtb RmlCD inh	GlmU inhibition
CCNS(=O)(=O)c1ccc(CCC(=O)Nc2ccccc2C(=O)OC)cc1	-6	1.9%
CCSc1ncnc2sc(C)c(C)c12	34	-2.6%
CC(C)C12CN3CCN(CC(C3)/C1=N\NC(=O)Nc1ccccc1)C2	·	-1.6%
CCOc1ccccc1-n1c(SCC(=O)N2CCCc3ccccc32)nnc1-c1cccnc1	·	0.8%
CCN(CC)c1nc(-c2nn[nH]n2)nc(N(CC)CC)n1	9	4.7%
O=C(Nc1nnc(-c2ccccc2)o1)C1CCCCC1	-9	3.4%
CCN1C(=O)CC(N2CCN(c3ccc(C(=O)c4ccncc4)cc3)CC2)C1=O (stereo not drawn)	2	-1.6%
CC(C)NC(=O)c1ccc(OC2CSC2)cc1	8	-1.3%
O=c1oc2ccc(Cl)cc2cc1-c1ccccc1	35	1.0%
N#Cc1nc(N2CCOCC2)nc(N2CCOCC2)n1	6	-0.3%
C=CCN1C(=O)/C(=C/c2ccccc2)S/C1=N/c1nccs1	1	0.4%
C=CCOc1ccc(-c2nc3c(c(=O)[nH]c(=O)n3CCCC)n2C)cc1OC	5	-1.0%
CCO[C@@H]1OC(C(=O)N2CCOCC2)=C[C@H](C2CCCCC2)[C@H]1CCCO	·	-0.5%
Cc1ccc(C)c(S(=O)(=O)N2CCN(CC(=O)Nc3ccc4c(c3)CCC4)CC2)c1	11	3.4%
Nc1ccc(NC(=O)Nc2ccc(N)cc2)cc1	-11	2.5%
Cc1ccc(Cc2cnc(NC(=O)c3ccco3)s2)cc1	·	4.6%
Cc1cnc(C)c(N2CCC(C(=O)NC(C)c3cccs3)CC2)n1 (stereo not drawn)	4	13%*
COc1ccc(/C=C2\C(=O)NC(=S)N2C(=O)c2ccc(C)cc2)cc1	·	5.5%
FC(F)(F)C12CC(c3ccccc3)=NCCN1CCN2 (stereo not drawn)	5	3.3%
COc1ccc2[nH]cc(S(=O)(=O)c3ccc(C(C)C)cc3)c(=O)c2c1	7	1.0%

# These rows are one share of the data. The share of hits here may be higher or lower than overall.
